KCNH2 WT inh – inhibitors of human wildtype KCNH2 potassium channel. AID 720551. U2OS, BacMam KCNH2, thallium flux FluxOr; stronger effect = lower value. activity change, % at 1.84 µM. Q12809. actives 0.37% (n = 340,000);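 active means maximum activity change below -70%; inconclusive means maximum activity change between -70% and -50%; inactive means maximum activity change above -50%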; further: on the % scale 0 is the no-effect control and ±100 the full control effect
Target sequence (Q12809 whole entry, looked up): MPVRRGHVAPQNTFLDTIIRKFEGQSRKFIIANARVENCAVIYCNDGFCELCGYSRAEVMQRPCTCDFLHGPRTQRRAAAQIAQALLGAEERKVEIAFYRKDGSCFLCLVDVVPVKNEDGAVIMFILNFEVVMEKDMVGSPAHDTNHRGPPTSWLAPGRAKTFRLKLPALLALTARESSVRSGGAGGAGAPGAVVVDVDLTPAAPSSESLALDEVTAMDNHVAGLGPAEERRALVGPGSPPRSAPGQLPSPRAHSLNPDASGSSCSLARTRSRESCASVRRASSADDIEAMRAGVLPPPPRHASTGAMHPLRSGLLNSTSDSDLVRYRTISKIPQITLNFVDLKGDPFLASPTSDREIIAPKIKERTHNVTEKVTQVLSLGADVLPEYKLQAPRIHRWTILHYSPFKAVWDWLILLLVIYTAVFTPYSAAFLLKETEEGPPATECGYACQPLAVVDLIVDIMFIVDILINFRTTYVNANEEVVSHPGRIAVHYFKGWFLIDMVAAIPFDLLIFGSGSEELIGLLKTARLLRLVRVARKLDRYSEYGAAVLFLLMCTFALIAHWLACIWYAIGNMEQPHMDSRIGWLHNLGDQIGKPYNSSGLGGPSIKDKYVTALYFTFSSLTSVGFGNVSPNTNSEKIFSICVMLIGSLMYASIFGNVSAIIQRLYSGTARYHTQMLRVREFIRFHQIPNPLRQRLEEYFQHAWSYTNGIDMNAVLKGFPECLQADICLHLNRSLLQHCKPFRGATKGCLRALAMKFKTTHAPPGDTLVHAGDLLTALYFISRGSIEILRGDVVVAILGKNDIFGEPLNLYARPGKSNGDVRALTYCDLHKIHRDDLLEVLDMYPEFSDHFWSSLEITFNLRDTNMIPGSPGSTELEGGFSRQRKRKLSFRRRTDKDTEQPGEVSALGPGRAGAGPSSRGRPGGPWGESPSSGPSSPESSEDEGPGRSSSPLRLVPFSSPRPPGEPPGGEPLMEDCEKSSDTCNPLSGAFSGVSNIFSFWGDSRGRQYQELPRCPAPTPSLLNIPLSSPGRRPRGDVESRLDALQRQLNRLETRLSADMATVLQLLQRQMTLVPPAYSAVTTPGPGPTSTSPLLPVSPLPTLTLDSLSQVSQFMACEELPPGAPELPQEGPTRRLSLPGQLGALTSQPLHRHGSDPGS
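U2OS cells were transduced with wild-type KCNH2 virus (2.03 x 10^8 / mL) for 4 h at room temperature, then cultured overnight at 37 C. Thallium flux was read with FluxOr dye. Rate constants were normalized to DMSO controls.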
KCNH2 3.1 block – inhibitors of human KCNH2 3.1 potassium channel isoform; U2OS KCNH2 3.1, thallium flux FluxOr; stronger effect = lower value; activity change, % (tested at about 1.8 µM); actives 0.95% (n = 340,000); AID 720553;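 active means maximum activity change below -70%; inconclusive means maximum activity change from -70% to -50%; inactive means maximum activity change above -50%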;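 further: thallium influx rate constant from kinetic fluorescence after stimulation buffer; on the % scale 0 is the no-effect control and ±100 the full control effect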
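U2OS cells transduced with KCNH2 3.1 mutant virus (1.77 x 10^8 /mL, 4 h), plated overnight at 37 C, loaded 45 min with FluxOr dye plus Red40 quencher. Thallium flux rate constant from kinetic reads after stimulation buffer, normalised to controls.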
Integrin act MD – integrin-mediated muscular dystrophy alleviation activation; Potency, µM (highest dose often 38.3 µM), for inactives: at the highest dose activation, usual class: activators; AID 624291; actives 0.064% (n = 350,000); alpha7betagal myoblasts, beta-gal FDG fluorescence, 48 h;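 further: potency means the concentration at half of the fitted maximal effect; 100% = response of the positive control SU9516; nearly all actives have a fitted effect of over 60% in size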
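Alpha7betagal+/- myoblasts (passage 13) were plated 16-24 hr, then exposed to compounds (1:260 dilution of DMSO stock) for 48 hours at 37C. After MPER lysis, β-galactosidase reporter activity was read as FDG fluorescence (ex 480/em 540) after 30 minutes.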
A-T KAP1 phos – potential ataxia-telangiectasia treatments restoring KAP-1 phosphorylation. […] A-T fibroblasts, KAP-1 phosphorylation AlphaLISA; neocarzinostatin DNA damage 30 min before lysis. Potency, µM (doses to about 57.5 µM), without a hit: at the highest dose activation, hits mostly activators. actives 0.19% (n = 320,000). AID 485349; further: potency means the concentration at half of the fitted maximal effect; % of control where 0% means no effect; nearly all actives have a fitted effect of over 45% in size
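hTERT-immortalized A-T patient fibroblasts ([…]), 500 cells/well in OPTI-MEM, 1% FBS, got compounds for 60 min, then NCS for 30 min at 37C. Lysates were then assayed for phospho-KAP-1 by AlphaLISA (anti-pKAP1 donor, anti-KAP1 acceptor beads), 6 hr at 25C.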
CXXC DNA block – MLL CXXC-DNA interaction inhibition; Potency, µM (doses to about 115 µM), inactives show at the top dose activity change, negative = inhibition, usual class: inhibitors; MLL-CXXC / FITC-HOXA9 DNA fluorescence polarization; actives 0.037% (n = 290,000); Q03164; active means well fitted inhibition curve with a large enough effect in the polarisation, with a control signal flat, not every such curve was filed as active; inconclusive means small, poorly fitted or top-dose-only effect, or effect the other way, or a change in a side signal; inactive means no such curve, though single readings can be large or run the other way; the % refers to the polarisation; further: potency means the concentration at half of the fitted maximal effect
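Fluorescence polarization: 7 uM MLL-CXXC (stock) preincubated 5 min with compounds, then 50 nM fluorescein-HOX-A9 DNA (stock) added; 30 min ambient. Buffer 50 mM Tris-HCl pH 7.5, 50 mM NaCl, 1 mM DTT, 0.05% BSA.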
MBNL1-CUG inh – blocks human MBNL1 binding to CUG repeat RNA; TR-FRET MBNL1-His/biotin-(CUG)12 binding, 665/545 ratio; Potency, µM (highest dose often 57.5 µM), for the others: top-dose activity change, negative = inhibition, hits mostly inhibitors; actives 0.036% (n = 280,000); AID 2675; active means well fitted inhibition curve with a large enough effect in the signal ratio, with a control signal flat, not every such curve was filed as active; inconclusive means small, poorly fitted or top-dose-only effect, or effect the other way, or a change in a side signal; inactive means no such curve, though single readings can be large or run the other way; the % refers to the signal ratio; further: potency means the concentration at half of the fitted maximal effect; on the % scale 0 is the no-effect control and ±100 the full control effect
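Ratiometric TR-FRET (665 over 545 nm, excitation 340 nm) tracks disruption of MBNL1-His/biotin-(CUG)12 complex after 60 min at room temperature, with compounds at 92 nM to 58 uM final.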
GALK inh – galactokinase (human) inhibition; Purified GALK, Kinase-Glo residual ATP luminescence; P51570; actives 0.007% (n = 270,000); Potency, µM (series often up to 57.5 µM), inactives show top-dose activity change, negative = inhibition, most hits filed as inhibitors; AID 1868; further: potency means the concentration at half of the fitted maximal effect; on the % scale 0 is the no-effect control and ±100 the full control effect
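Human GALK (5 nM) with 35 uM ATP and 100 uM galactose in 20 mM HEPES pH 8.0, 5 mM MgCl2, 60 mM NaCl, 1 mM DTT, 0.01% BSA. After 1 h at room temperature, leftover ATP was read by Kinase-Glo Plus luminescence.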
ASM inhibitor – human S-ASM enzyme inhibition. P17405. Potency, µM (titrated, usually from 57.5 µM), for the others: at the highest dose activity change, negative = inhibition, usual class: inhibitors. actives 0.006% (n = 340,000). placental ASM, HMU-PC fluorogenic substrate, 60 min; further: potency means the concentration at half of the fitted maximal effect
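Steps: dispense placental human ASM, pin compound, wait 10 min at room temperature, add HMU-PC0 substrate at 9 uM final, incubate 60 min at 37 °C, add stop solution raising pH to 10, read fluorescence.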
FBPA coupling cs – coupling enzyme interference in Giardia aldolase counter-screen; coupling enzyme system counterscreen, AmpLite Red fluorescence; activity change, negative = inhibition, % at 58.2 µM, hits read low; actives 0.67% (n = 290,000); AID 2472; in the data active means activity change below about -30%; further: on the % scale 0 is the no-effect control and ±100 the full control effect
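Coupling enzymes only (glyceraldehyde-3-phosphate) + compound, at 57.5 uM final, 10 min RT; add substrate/coupling/AmpLite Red mix, 20 min RT; fluorescence ex 525/em 598 nm. Actives flag coupling-system interference.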
TRPV1 ag – activates the human vanilloid receptor TRPV1. AID 540275. Q8NER1. TRPV1-expressing cells, Fluo-8 calcium influx, agonist mode. activation, % at 8.33 µM. actives 0.19% (n = 320,000); in the data active means activation above about 80%; inconclusive means between about 30% and that limit; further: 0% is about no effect
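Cells expressing TRPV1 were dye-loaded with Fluo-8 and read kinetically: 10 s baseline, 3 min after compound (agonist portion), then 2 min after EC20 capsaicin (allosteric enhancer portion). Calcium-bound dye fluorescence at 480/520 nm.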
The depositor's hits bear a star; i = inactive; u = inconclusive; x = no result given; [ ] = dose if it differs, or a comment. Unless noted, the call rests on the fitted dose curve; in most records, active means well fitted curve in the direction sought with a large enough effect; inconclusive means small, poorly fitted or top-dose-only effect, or another doubt; inactive means no such curve, though single readings can be large; an effect the other way counts as inactive or inconclusive.

SMILES	KCNH2 WT inh	KCNH2 3.1 block	Integrin act MD	A-T KAP1 phos	CXXC DNA block	MBNL1-CUG inh	GALK inh	ASM inhibitor	FBPA coupling cs	TRPV1 ag
O=C(C(=O)N1CCCCCC1)c1c[nH]c2ccccc12	-6	-5	5%	0%	9%	-2%	-4%	3%	2	3
Cc1cc(Cl)ccc1OCC(=O)NNC(=O)c1ccco1	-2	1	24%	-18%	-2%	-3%	3%	-2%	x	3
CCOC(=O)c1c(-c2ccc(C)s2)csc1NC(=O)c1ccco1	x	x	x	12%	0%	9%	-1%	x	0	1
CN(CC(=O)Nc1cccc(F)c1)C(=O)c1cccc(-n2cccc2)c1	6	-2	19%	-5%	x	x	x	-4%	x	-1
CC1=CC=CC2=NC(=O)CC(C)(C(=O)O)N12 (stereo not given)	-3	-2	u	9%	-8%	-1%	1%	71%[activator]	-1	-2
O=C(CCN1C(=O)c2ccccc2S1(=O)=O)Nc1ccccc1O	-1	2	6%	3%	4%	14%[11.5 µM]	x	5%	5	3
O=[N+]([O-])/C=C/c1ccc2c(ccn2Cc2ccccc2)c1	7	-19	-10%	-11%	-11%	0%	-16%	-10%	0	8
CCOc1ccc(C(C)=O)cc1COC(=O)CNC(=O)C12CC3CC(CC(C3)C1)C2	-1	2	-25%	-15%	x	x	x	-6%	x	x
COc1cc(/C=C/C(=O)O)cc2c1OCCO2	-3	8	4%	-1%	-1%	-3%	14%	0%	3	0
CCCOc1ccc(C(=O)Nc2ccc(S(=O)(=O)Nc3cc(C)nc(C)n3)cc2)cc1	-2	-2	-23%	-1%	-10%	-8%	x	-3%	0	2
CCC(C(=O)NCCc1c[nH]c2ccc(C)cc12)c1ccccc1 (stereo not given)	2	-1	6%	-2%	9%	-3%	x	1%	0	29
O=[N+]([O-])c1ccc(CC(Cl)c2ccccn2)cc1 (stereo not given)	2	6	23%	x	x	x	x	-1%	x	x
O=C(NC1CCCCC1)C1CC(=O)N(CCc2ccc(F)cc2)C1 (stereo not given)	1	10	14%	8%	0%	0%	-1%	-1%	-2	5
COC(=O)C1=C(CCc2ccccc2)NC(=O)NC1c1ccc(C#N)cc1 (stereo not given)	-30	1	20%	x	x	x	x	4%	x	x
O=C1CCC(C(=O)Nc2cc(C(F)(F)F)ccc2-n2cncn2)=NN1	-5	23	-6%	0%	1%	-1%	5%	4%	3	-9
Cc1cc(=O)oc2c(CN3CCCC3)c(O)ccc12	x	3	u	5%	43%[activator]	35%[activator]	-3%	i	-1	-1
CCN(CC)S(=O)(=O)c1ccc(C)c(NC(=O)COC(=O)c2ccc(C)c(S(=O)(=O)N3CCOCC3)c2)c1	-1	3	-3%	-4%	2%	-3%	-4%	-6%	8	-2
COc1ccc(Cl)cc1NS(=O)(=O)c1cccc(C(=O)NC2CCC(O)CC2)c1 (stereo not given)	8	7	-14%	-3%	x	x	x	-5%	x	-1
Cc1nc(SCC(=O)N2CC(=O)Nc3ccccc32)nc(C)c1C	-3	-1	14%	0%	10%	-7%	-2%	4%	0	-1
Cc1ccc(C(=O)N2CCOCC2)cc1S(=O)(=O)N1CCOCC1	3	-15	-4%	-4%	6%	-4%	-1%	x	0	-3

Ordered by the number under CXXC DNA block (rising): some entries from above
Molecule,CXXC DNA block
CCCOc1ccc(C(=O)Nc2ccc(S(=O)(=O)Nc3cc(C)nc(C)n3)cc2)cc1,-10%
Cc1cc(Cl)ccc1OCC(=O)NNC(=O)c1ccco1,-2%
CCC(C(=O)NCCc1c[nH]c2ccc(C)cc12)c1ccccc1 (stereo not given),9%

Five structures out of the list, ordered by heavy-atom count, highest first.
SMILES	KCNH2 WT inh	KCNH2 3.1 block	Integrin act MD	A-T KAP1 phos	CXXC DNA block	MBNL1-CUG inh	GALK inh	ASM inhibitor	FBPA coupling cs	TRPV1 ag
O=C1CCC(C(=O)Nc2cc(C(F)(F)F)ccc2-n2cncn2)=NN1	-5	23	-6%	0%	1%	-1%	5%	4%	3	-9
O=C(NC1CCCCC1)C1CC(=O)N(CCc2ccc(F)cc2)C1 (stereo not given)	1	10	14%	8%	0%	0%	-1%	-1%	-2	5
O=[N+]([O-])/C=C/c1ccc2c(ccn2Cc2ccccc2)c1	7	-19	-10%	-11%	-11%	0%	-16%	-10%	0	8
O=C(C(=O)N1CCCCCC1)c1c[nH]c2ccccc12	-6	-5	5%	0%	9%	-2%	-4%	3%	2	3
COc1cc(/C=C/C(=O)O)cc2c1OCCO2	-3	8	4%	-1%	-1%	-3%	14%	0%	3	0

Next results follow:
SMILES	KCNH2 WT inh	KCNH2 3.1 block	Integrin act MD	A-T KAP1 phos	CXXC DNA block	MBNL1-CUG inh	GALK inh	ASM inhibitor	FBPA coupling cs	TRPV1 ag
Cc1cccc(NC(=O)CN2CCN(C(=O)c3cnn(Cc4ccccc4)c3)CC2)c1C	3	2	28%	-6%	x	x	x	-1%	x	1
COC(=O)c1ccccc1NC(=O)c1cccc(NC(=O)C(C)C)c1	5	-10	-17%	-5%	5%	-4%	8%	-4%	1	21
COC(=O)c1ccccc1N1C(=O)C2C(C1=O)[C@H]1C=C[C@@H]2C1 (stereo not given in full)	-20	-14	-21%	5%	1%	0%	-4%	-2%	1	0
COc1ccc(NC(=O)c2ccco2)cc1NC(=O)c1ccccc1	-6	-16	7%	5%	3%	-1%	14%	-4%	0	-1
COc1ccc(C)cc1NC(=O)c1ccoc1C	3	2	-7%	0%	-4%	1%	5%	-1%	5	6
O=C1C2C3C=CC(C3)C2C(=O)N1c1ncn[nH]1 (stereo not given)	1	-2	0%	-4%	3%	0%	3%	6%	4	-2
OCC1(Cc2cccc(Cl)c2)CCCN(Cc2ccc(F)c(F)c2)C1 (stereo not given)	3	u	0%	9%	-1%	0%	2%	0%	1	u
COc1ccccc1N1CCN(C(=O)C2CCCO2)CC1 (stereo not given)	2	4	27%	8%	1%	-2%	-2%	3%	-19	-1
N#Cc1nc(Cc2ccccc2)oc1NCc1ccccc1Cl	0	-9	3%	3%	-3%	-11%	-2%	-16%	0	0
O=C(N/N=C/C1=C(N2CCOCC2)C(=C\c2ccccc2)/CC1)Nc1ccccc1	-1	-4	14%	1%	0%	-16%	2%	-3%	0	-3
CCc1nnc(NC(=O)CCC(=O)N2CCN(C3CCCCC3)CC2)s1	8	1	-18%	1%	12%	-6%	2%	0%	0	0
Cn1c(=O)c2nc3ccccc3nc2n(C)c1=O	-3	2	28%	-2%	-3%	u	7%	165%[activator]	5	0
Cc1ccc(COCC(CC(C)C)N2CCN(C(=O)c3cccc(C(F)(F)F)c3)CCC2=O)cc1 (stereo not given)	-22	-8	-20%	0%	1%	-4%	x	-3%	0	u
CCn1c(Cc2cccs2)nnc1SCC(=O)NC1CC1	-1	-9	-6%	4%	-3%	5%	-2%	9%	x	1
Cc1nn2c(=O)c(NC(=O)c3ccc(Cl)cc3)cnc2s1	5	7	14%	-2%	0%	-11%	1%	-1%	2	1
Cc1ccncc1C(N)=O	-20	8	-24%	-3%	8%	-8%	-2%	4%	2	-6
Cc1noc(C)c1COc1ccccc1C(=O)NCCOc1ccccc1F	0	-2	u	1%	x	x	x	2%	x	7
CCOC(=O)c1ccc(NC(=O)CSCC(=O)OCC(=O)c2ccccc2)cc1	-5	-3	u	-2%	7%	x	1%	-1%	9	0
CC1(NC(=O)NCc2ccco2)CCS(=O)(=O)C1 (stereo not given)	-11	2	-10%	6%	12%	-1%	2%	0%	-1	-7
CN(C)C(=O)c1cc(C(=O)c2ccc(Cl)cc2Cl)c[nH]1	-3	-4	-32%	11%	-1%	5%	-2%	13%	2	12
Cc1cccc(C(=O)NCC(c2ccc(F)cc2)N2CCOCC2)c1 (stereo not given)	-18	2	2%	-4%	5%	-6%	1%	8%	2	13
CCCCN(C(=O)C(C)Oc1ccc(Br)cc1)c1c(N)n(Cc2ccccc2)c(=O)[nH]c1=O (stereo not given)	-2	-1	26%	10%	6%	-3%	-2%	x	x	1
COc1ccc(S(=O)(=O)N2CCOC2CNC(=O)C(=O)NCCc2ccc(OC)c(OC)c2)cc1 (stereo not given)	4	2	-27%	7%	3%	4%	2%	1%	0	0
CCCCC[C@@H]1C=C(C(=O)O)[C@H](c2ccc(CC)cc2)N1S(=O)(=O)c1ccc(C)cc1	1	-10	0%	8%	x	x	x	-6%	x	x

Assay outcomes: PubChem BioAssay, National Center for Advancing Translational Sciences (NCATS)
